sPLA2-III inh: human group III sPLA2 inhibitors, primary screen, biochemical, QFRET, BODIPY PC-A2 liposome substrate. Group 3 secretory phospholipase A2 (Homo sapiens), Q9NZ20. QFRET BODIPY PC-A2 liposome hydrolysis, fluorescence. inhibition, % at 12.2 µM. 370,000 compounds, 0.56% hits. AID 743126, 2013;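 active = inhibition above mean plus 3 SD of compounds lying within the high and low control bounds, cut at about 19% in these data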;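 also: 0% = median of test compound wells and 100% = no enzyme DMSO wells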
Target sequence (Q9NZ20 whole entry, looked up): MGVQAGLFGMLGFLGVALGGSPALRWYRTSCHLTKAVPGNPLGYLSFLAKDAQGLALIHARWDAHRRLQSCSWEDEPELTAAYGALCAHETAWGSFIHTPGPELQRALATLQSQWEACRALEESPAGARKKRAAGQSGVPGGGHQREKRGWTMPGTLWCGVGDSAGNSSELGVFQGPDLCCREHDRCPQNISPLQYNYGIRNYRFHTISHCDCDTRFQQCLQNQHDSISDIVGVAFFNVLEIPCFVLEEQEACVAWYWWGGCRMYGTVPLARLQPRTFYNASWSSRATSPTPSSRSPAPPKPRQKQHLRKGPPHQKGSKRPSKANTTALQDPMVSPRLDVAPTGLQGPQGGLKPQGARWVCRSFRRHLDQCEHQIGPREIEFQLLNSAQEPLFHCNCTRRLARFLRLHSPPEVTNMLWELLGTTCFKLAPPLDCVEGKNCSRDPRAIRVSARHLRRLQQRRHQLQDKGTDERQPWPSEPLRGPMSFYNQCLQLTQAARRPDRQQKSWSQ
ADAM17 inh: ADAM17 inhibitors, primary screen, biochemical, QFRET; 370,000 compounds, 0.83% hits; Disintegrin and metalloproteinase domain-containing protein 17 (Homo sapiens), P78536; inhibition, % at 6.95 µM; recombinant ADAM17, EDANS/DABCYL FRET peptide cleavage;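 active = inhibition above the mean of compounds lying between control limits plus 3 SD, set per campaign, cut at about 8.5% in these data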;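 also: 0% = DMSO-only wells as the low control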
Target sequence (P78536 215-824 limits assumed): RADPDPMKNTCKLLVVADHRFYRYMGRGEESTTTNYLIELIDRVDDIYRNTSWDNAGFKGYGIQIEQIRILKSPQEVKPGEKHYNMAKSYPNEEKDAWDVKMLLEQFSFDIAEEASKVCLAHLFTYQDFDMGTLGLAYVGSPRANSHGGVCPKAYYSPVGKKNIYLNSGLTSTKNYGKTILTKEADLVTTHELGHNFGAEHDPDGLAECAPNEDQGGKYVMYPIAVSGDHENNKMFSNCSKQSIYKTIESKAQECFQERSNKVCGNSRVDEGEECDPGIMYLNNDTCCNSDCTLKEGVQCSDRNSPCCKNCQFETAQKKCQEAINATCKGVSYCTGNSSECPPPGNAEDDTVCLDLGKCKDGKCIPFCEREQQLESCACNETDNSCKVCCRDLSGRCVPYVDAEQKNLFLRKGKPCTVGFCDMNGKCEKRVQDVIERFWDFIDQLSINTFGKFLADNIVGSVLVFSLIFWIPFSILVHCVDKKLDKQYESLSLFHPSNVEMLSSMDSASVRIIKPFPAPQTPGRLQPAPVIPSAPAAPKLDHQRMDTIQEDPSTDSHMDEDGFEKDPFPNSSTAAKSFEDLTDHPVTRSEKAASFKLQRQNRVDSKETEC
FXN GAA850 act: FXN promoter activators, primary screen, cell-based, luciferase luminescence, HEK293 lucGAA850. HEK293 lucGAA850 FXN promoter luciferase reporter, 24 h; percent of 10 µM SAHA response. activation, % at 6 µM. 360,000 compounds, 0.56% hits. AID 540364, 2011;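 active = activation above the average of all compounds screened plus 3 SD, cutoff fixed separately per campaign, cut at about 7.5% in these data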;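 also: 0% = DMSO wells and 100% = 10 µM SAHA wells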
ssDAF12 agonist: S. stercoralis DAF-12 nuclear receptor activators, primary screen, cell-based, luminescence, HEK293, GRIP1 co-expression, lit1-tk-luc. Nuclear hormone receptor DAF-12 (Strongyloides stercoralis). HEK293 ssDAF-12/GRIP1 lit1-tk-luc reporter; % of 3 µM dafachronic acid response. activation, % at 6.8 µM. 370,000 compounds, 1% hits. AID 652126, 2013;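 active = activation above the mean over all tested compounds plus 3 SD, cut at about 0.9% in these data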;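 also: 0% = DMSO-only wells and 100% = 3 µM delta7-dafachronic acid wells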
hgDAF12 agonist: H. glycines DAF-12 receptor agonists, primary screen, cell-based, luminescence, HEK293, GAL4 fusion, UAS-luciferase. Nuclear hormone receptor DAF-12 (Heterodera glycines), GAL4 fusion. HEK293 GAL4-hgDAF12 UAS-luciferase reporter, agonist luminescence; normalized to butyrate control. activation, % at 6.8 µM. 370,000 compounds, 1.8% hits;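 active = activation above a cutoff set at the mean of all screened compounds plus 3 SD, cut at about 10% in these data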;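 also: 0% = DMSO wells and 100% = sodium butyrate wells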
PLC-beta3 inh: human PLC-beta3 inhibitors, primary screen, biochemical, fluorescence. 1-phosphatidylinositol 4,5-bisphosphate phosphodiesterase beta-3 (Homo sapiens), Q01970. Purified PLC-beta3, fluorogenic substrate. 370,000 compounds, 0.18% hits. inhibition, % at 12.2 µM; in the data active = inhibition above about 11%;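 also: 0% = median of compound wells on plate and 100% = full blocker control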
DAX1 inh-1: DAX1 (NR0B1) inhibitors, primary screen, cell-based, HEK293, Gal4-DAX1, luciferase luminescence. Nuclear receptor subfamily 0 group B member 1 (Homo sapiens), P51843. HEK293 Gal4-DAX1 luciferase reporter. inhibition, % at 6.75 µM. 340,000 compounds, 0.99% hits. AID 504766, 2011;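 active = inhibition above the mean over all tested compounds plus 3 SD, cut at about 4.2% in these data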;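 also: 0% = DAX1-transfected cells with DMSO and 100% = empty-vector control cells with DMSO; inhibition shows as a rise in luminescence from relieved DAX1 repression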
PLCg1 inh: PLC-gamma1 enzyme inhibitors, primary screen, biochemical, fluorescence, purified enzyme; 1-phosphatidylinositol 4,5-bisphosphate phosphodiesterase gamma-1 (Homo sapiens), P19174; fluorogenic substrate; inhibition, % at 12.2 µM; 370,000 compounds, 0.84% hits; AID 720700, 2013; in the data active = inhibition above about 9.5%
DAX1 inh-2: DAX1 (NR0B1) inhibitors on StAR promoter, primary screen, cell-based, luminescence, SF-1 (NR5A1), full-length DAX-1 | HEK293T StAR-luciferase reporter, SF-1/DAX-1 repression relief | inhibition, % at 6.8 µM | 370,000 compounds, 1.1% hits | AID 652010, 2013;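 active = inhibition above the mean over all tested compounds plus 3 SD, cut at about 3.6% in these data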;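 also: 0% = DAX-1 cells with DMSO and 100% = cells lacking DAX-1 with DMSO; higher inhibition means more luminescence from relief of DAX-1 repression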
hcDAF-12 act: H. contortus DAF-12 nuclear receptor activators, primary screen, cell-based, luminescence, HEK293, lit1-tk-luc reporter; HEK293 hcDAF-12 lit1-tk-luc reporter; 0% DMSO, 100% Δ7-dafachronic acid; 370,000 compounds, 1.4% hits; activation, % at 6.8 µM;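 active = activation above the mean of all tested compounds plus 3 SD, cut at about 5.5% in these data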;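 also: 100% = response to 3 µM Δ7-dafachronic acid high control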
ADAM10 inh: human ADAM10 inhibitors, primary screen, biochemical, QFRET, HTS. 370,000 compounds, 0.62% hits. recombinant ADAM10, EDANS/DABCYL FRET peptide cleavage, 3 h. inhibition, % at 7 µM;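 active = inhibition above a per-campaign cutoff equal to the mean of compounds falling between control-based bounds plus 3 SD, cut at about 20% in these data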;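 also: 0% = DMSO wells while the 100% control is not disclosed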
An asterisk follows results filed as active; i = inactive; x = not tested or not shown.

SMILES	sPLA2-III inh	ADAM17 inh	FXN GAA850 act	ssDAF12 agonist	hgDAF12 agonist	PLC-beta3 inh	DAX1 inh-1	PLCg1 inh	DAX1 inh-2	hcDAF-12 act	ADAM10 inh
Cn1cc(Cl)cc(C(=O)Nc2ccccc2)c1=O	4	-2	4.1	-0.4	6.5	-3	0.1	2	0.7	3.0	-8
Cc1ccc(S(=O)(=O)N2c3ccccc3OCC2c2ccccc2)cc1 (configuration not stated)	-3	0	0.6	-0.5	-1.5	-1	1.0	2	0.1	-1.1	-7
COC(=O)c1ccc(C(=O)OC)c(NC(=S)N2CCN(C)CC2)c1	4	i	0.7	-0.5	0.5	i	-0.6	-443	-0.4	-1.2	i
O=C(Nc1nc2ccc([N+](=O)[O-])cc2s1)c1ccncc1	1	-3	1.7	-1.2	0.7	1	-1.0	0	0.2	0.3	1
COc1cc(CC(=O)OCC(=O)N2CCCCC2C)cc(OC)c1OC (configuration not stated)	12	1	1.6	-0.5	-0.8	-3	-0.5	7	0.5	-1.0	3
Cc1nc(C)c(NC(=O)OC(C)C)cc1NC(=O)OC(C)C	12	3	3.2	-1.5	-2.3	0	2.2	4	0.0	-1.0	-6
N#Cc1c(N)n[nH]c1-c1cc2c([nH]1)CCCC2	3	0	1.5	-1.7	0.7	-19	2.4	-16	-0.1	-0.7	-2
Cc1ccc(NC(=O)N/C=C/c2ccco2)cc1C	1	-4	0.5	-1.1	0.8	-13	-0.5	-11	0.2	-1.4	1
CCCCNCc1ccc(SC)cc1	2	-2	2.9	-1.7	1.5	3	-0.2	0	0.2	-2.0	-5
COc1ccc(CN2C(=O)c3cccnc3C2=O)cc1S(=O)(=O)N1CCOc2ccccc21	0	-1	0.2	-0.1	-0.6	-3	0.0	3	-1.0	2.9	-6
CCN(CC(=O)NCc1ccccn1)S(=O)(=O)c1ccc(OC)cc1	-3	1	-0.2	-0.9	-1.0	-3	-0.9	1	0.4	0.6	2
CCN(CC)C(=O)CC(c1ccc(OC)cc1)c1c(OC)cc(OC)c2ccc(=O)oc12 (configuration not stated)	-1	-19	0.0	-1.5	-1.4	i	-0.1	-402	-0.9	-1.6	-86
COc1ccc(-c2cc(C(=O)NN=Cc3ccc(C)s3)[nH]n2)cc1	-2	-43	x	-0.8	4.9	0	x	5	-1.8	-0.2	-145
O=S(=O)(N/N=C/c1cccc(OC2CSC2)c1)c1ccccc1	5	-1	-2.9	-0.8	-2.5	-2	-1.3	2	0.1	-1.0	-5
O=C(CSc1nc2ccccc2c(=O)n1CCCO)Nc1ccc2c(c1)OCCO2	7	1	1.1	-1.7	-2.6	1	-1.1	2	-1.7	-2.3	5
COc1cc2c(cc1OC)C(C)N(S(=O)(=O)c1cn(C)cn1)CC2 (configuration not stated)	9	-2	0.0	-1.9	0.0	-7	x	0	-0.2	-0.6	2
COc1cccc2oc3ccc(C#Cc4ccccn4)cc3c(=O)c12	-12	-172	4.7	-0.2	11*	i	2.5	-455	3.0	3.3	i
O=C(NCc1ccc2c(c1)OCO2)c1nc(Cn2cc([N+](=O)[O-])cn2)no1	0	-2	1.6	-1.7	-0.2	-9	-1.6	0	-0.4	-0.5	-3
CCC(c1nnnn1-c1ccc2c(c1)OCCO2)N1CCN(c2ccc(C)cc2)CC1 (configuration not stated)	9	-3	x	-1.1	-0.5	-1	x	0	-1.8	-2.5	4
Cc1c(NC(=S)NC(=O)c2cccc3ccccc23)cccc1C(=O)O	2	-4	-0.1	-1.3	-0.8	-4	0.4	4	0.9	-1.9	2
O=C(CN(Cc1ccco1)C(=O)CNS(=O)(=O)c1ccccc1)NCc1ccccc1	2	-3	0.2	-1.1	-2.4	-1	0.6	3	-1.2	-1.3	2
O=C(NCCNc1ccc(Cl)cc1[N+](=O)[O-])c1cccnc1	2	2	0.9	-0.6	2.3	1	-1.5	4	-0.5	-1.4	0
Cc1ccccc1-c1nc(CS(=O)(=O)CC(=O)NCCCN2CCOCC2)c(C)o1	-2	5	-0.3	-1.3	-1.8	-2	0.2	2	-0.2	-1.5	8
CC(C)(C)NC(=O)C(c1cc2ccccc2o1)n1c(-c2ccc(-c3ccccc3)cc2)nc2ccccc21 (configuration not stated)	11	-48	x	4.8*	25*	-36	x	-20	10*	21*	-265
COc1ccccc1-n1c(SCC(=O)NC(C)(C)C)nc(O)cc1=O	-3	1	3.1	-2.0	0.3	1	1.2	3	1.3	-0.9	-1
Cc1ccc(-n2nc3c(=O)n(CCCC(=O)NCc4cccc(Cl)c4)nc(C)c3c2C)cc1	-4	-3	0.1	-1.5	-0.4	4	-0.6	1	-3.3	-1.6	-2
COc1ccc(-c2cc(NC(=O)Cc3c[nH]c4ccccc34)ccc2Nc2cccnc2)cc1F	-24	-2	x	-1.0	-1.8	-2	x	2	-1.6	-1.5	-3
CCc1nc2ccc(C(=O)Nc3cc(-c4ccccc4)ccc3OC)cn2c1N(CC)CCN(C)C	-9	-3	-4.6	-1.6	-4.7	-18	x	-12	-0.7	-3.6	-1
CCOC(=O)N1CCN(S(=O)(=O)c2cc(Br)cc3c2N(C(C)=O)C(C)C3)CC1 (configuration not stated)	0	-3	0.8	-1.3	-1.6	4	0.3	2	-1.0	-0.8	-2
CC(C)c1ccc(N(CC(=O)NC2CCCC2)C(=O)CCC(=O)Nc2nccs2)cc1	2	0	-0.7	-0.5	0.2	-6	1.7	1	1.1	0.3	-5
COc1ccccc1N1CCN(S(=O)(=O)c2cc(C)sc2C)CC1	4	0	-0.5	-1.7	3.1	-2	0.2	1	-0.7	-1.2	-6
CCOC(=O)c1nnc2cc(-c3ccccc3)nn2c1C	-18	-4	-0.3	-1.3	0.7	-3	-0.2	-5	0.8	2.8	-11
COc1cccc(N2CCN(CC(=O)N3CCN(S(=O)(=O)c4ccc(Cl)cc4)CC3)CC2)c1	-6	-1	-0.8	-0.5	2.0	-1	-1.3	-1	-2.1	-2.0	-5
C=CCn1c(SCC2=C(C(=O)OCC)C(C)NC(=O)N2)nnc1C1CCCCC1 (configuration not stated)	1	-8	0.5	-1.2	-1.2	-2	-0.8	-1	0.0	-1.4	-6
COc1nc(N(c2ccccc2)c2ccccc2)nc(-n2ccnc2)n1	-5	-4	1.6	-1.3	-0.3	-1	-0.4	-1	-0.1	-1.1	3
COc1ccc(/C=N\NC(=O)c2cccc([N+](=O)[O-])c2)cc1Cn1cc([N+](=O)[O-])cn1	0	-5	x	-1.1	-1.6	-1	x	-1	-0.3	-1.8	-7
O=C1COc2ccc(C(=O)COC(=O)c3sc4ccccc4c3Cl)cc2N1	3	-2	1.1	-1.3	-5.2	1	-0.4	0	-0.8	3.0	1
CN(CC(=O)NCc1ccccn1)S(=O)(=O)c1ccc(Cl)cc1	0	2	-1.8	-0.4	3.3	2	-0.6	3	0.5	-0.3	-4
CCCN(Cc1ccc(C)cc1)C(=O)c1ccc(CNS(=O)(=O)c2ccc(C(C)=O)cc2)cc1	3	-5	3.6	-0.8	3.4	-11	1.2	3	0.1	-0.4	-14
O=C(NCc1cccnc1)c1cccc2c1C(=O)N(C1CCCCC1)C2	6	5	4.8	-1.4	-1.6	3	-1.2	6	-1.1	-0.5	2
Cc1cc2cc(CN(CCCO)S(=O)(=O)c3cccc4nsnc34)c(=O)[nH]c2cc1C	-21	10*	-3.6	-2.4	-3.4	-25	-1.7	-2	-0.9	-2.2	13
Cc1cc(N2C(=O)C3CC=CCC3C2=O)no1 (configuration not stated)	1	-1	-1.0	-0.1	2.8	2	-0.2	2	0.9	3.2	2
CC(C)N1CCC(N2CCN(C/C=C/c3ccc(F)cc3)CC2CCO)CC1 (configuration not stated)	20*	-1	2.1	-1.6	3.7	0	0.4	-1	0.6	0.0	-12
COCCNC(=O)c1cc2cc(Cl)cc(Cl)c2oc1=O	-1	-6	0.8	-1.2	-2.4	-35	0.9	-30	0.0	1.1	2
COc1cccc(C=Nc2ccc(N3CCOCC3)cc2)c1O	1	-2	1.4	-1.1	-4.7	-33	-1.0	-17	-1.2	-1.2	3
O=S(=O)(NC1CCN(Cc2ccccc2)CC1)c1cccc(S(=O)(=O)N2CCOCC2)c1	-17	-3	0.7	-1.1	-1.7	1	0.5	1	0.5	-0.7	6
Cc1ccc2oc(/N=C(\N)NC(=O)C(C)(C)C)nc2c1	1	-2	-13	-3.5	-16	-2	-6.4	-1	-2.3	-8.0	1
COc1ccc(CN2C(=O)c3cccnc3C2=O)cc1S(=O)(=O)N1CCCCC1C (configuration not stated)	11	-4	2.5	-0.1	0.7	-4	0.1	-1	-0.2	0.3	-6
COC(=O)c1ccc(CNC(=O)COC(=O)c2ccc(N(C)C)cc2)cc1	1	0	1.8	-1.3	-1.0	-1	0.3	-3	-0.2	0.2	-3
O=C(C1CCN(c2ncnc3c2nc2n3CCCCC2)CC1)N1CCN(c2cccc(Cl)c2)CC1	-23	2	-0.4	-1.6	-3.4	-4	-1.1	0	-1.5	-5.6	8
Cc1cccc(N2C(=O)CC(N3CCN(Cc4ccc(Cl)cc4)CC3)C2=O)c1 (configuration not stated)	0	-4	-1.2	-1.6	1.8	-2	-0.1	-1	-0.9	0.1	-6
CC(NC(=O)COC(=O)C12CC3CC(CC(Br)(C3)C1)C2)c1ccccc1 (configuration not stated)	-9	1	2.2	-1.3	-1.3	3	-0.3	-2	-0.1	-1.0	5
COc1ccc(CC(=O)OCC(=O)NC(=O)Nc2ccccc2F)cc1	10	0	0.3	-0.9	1.4	-6	1.2	3	0.1	-1.1	-11
Cc1ccc(-c2cn3cccc(C)c3n2)cc1	-4	-16	4.4	3.8*	15*	-11	0.5	-6	9.2*	16*	-50

Some of the entries so far, with values under each structure.
Results follow in this order: sPLA2-III inh	ADAM17 inh	FXN GAA850 act	ssDAF12 agonist	hgDAF12 agonist	PLC-beta3 inh	DAX1 inh-1	PLCg1 inh	DAX1 inh-2	hcDAF-12 act	ADAM10 inh
> COc1ccc(CN2C(=O)c3cccnc3C2=O)cc1S(=O)(=O)N1CCCCC1C (configuration not stated)
    11	-4	2.5	-0.1	0.7	-4	0.1	-1	-0.2	0.3	-6
> COC(=O)c1ccc(CNC(=O)COC(=O)c2ccc(N(C)C)cc2)cc1
    1	0	1.8	-1.3	-1.0	-1	0.3	-3	-0.2	0.2	-3

Source: PubChem
